AGP1-GFP MLPCN – modulators of AGP1-GFP expression in yeast TOR pathway, primary screen, cell-based, multiplex flow cytometry, S. cerevisiae, MLPCN library; AID 2066, 2009; hit rate 0.02% among 320,000; GFP response vs DMSO, % at 10 µM; 3 h; GFP as percent of DMSO wells;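 active = GFP response relative to DMSO above a set limit, near screen average plus 3 SD, cut at about 150% in these data; inconclusive = fewer than 70 cells counted for the yeast strain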;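 note: median GFP channel fluorescence of the gated AGP1 strain per well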
CIT2 TOR yeast – modulators of CIT2-GFP expression in yeast, primary screen, S. cerevisiae, GFP fusion, multiplex flow cytometry, MLPCN library; hit rate 0.065% among 320,000; GFP response vs DMSO, % at 10 µM; S. cerevisiae CIT2-GFP strain, 3 h; 100 means same as DMSO wells; AID 2029, 2009;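 active = GFP response relative to DMSO above a set limit, near the screen mean plus 3 SD, cut at about 150% in these data; inconclusive = Fewer than 70 cells measured for a yeast strain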;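 note: ratio of well median GFP fluorescence to mean of DMSO wells on the plate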
LAP4 TOR yeast – modulators of LAP4-GFP expression in yeast, primary screen, S. cerevisiae, multiplex flow cytometry, MLPCN library. 3 h; median GFP as percent of DMSO wells. GFP response vs DMSO, % at 10 µM. hit rate 0.34% among 320,000. AID 2023, 2009;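 active = GFP response vs DMSO above a set limit, about the screen mean plus 3 SD, cut at about 150% in these data; inconclusive = under 70 cell events counted for the yeast strain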
AHR activator – AHR activators, primary screen, cell-based, luminescence, luciferase reporter, human; AHR-responsive luciferase reporter cells; hit rate 2.5% among 320,000; Aryl hydrocarbon receptor (Homo sapiens), P35869; activation, % at 5 µM; in the data active = activation above about 47%;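 note: 0% = vehicle wells and 100% = reference agonist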
Target sequence (P35869 whole entry, looked up): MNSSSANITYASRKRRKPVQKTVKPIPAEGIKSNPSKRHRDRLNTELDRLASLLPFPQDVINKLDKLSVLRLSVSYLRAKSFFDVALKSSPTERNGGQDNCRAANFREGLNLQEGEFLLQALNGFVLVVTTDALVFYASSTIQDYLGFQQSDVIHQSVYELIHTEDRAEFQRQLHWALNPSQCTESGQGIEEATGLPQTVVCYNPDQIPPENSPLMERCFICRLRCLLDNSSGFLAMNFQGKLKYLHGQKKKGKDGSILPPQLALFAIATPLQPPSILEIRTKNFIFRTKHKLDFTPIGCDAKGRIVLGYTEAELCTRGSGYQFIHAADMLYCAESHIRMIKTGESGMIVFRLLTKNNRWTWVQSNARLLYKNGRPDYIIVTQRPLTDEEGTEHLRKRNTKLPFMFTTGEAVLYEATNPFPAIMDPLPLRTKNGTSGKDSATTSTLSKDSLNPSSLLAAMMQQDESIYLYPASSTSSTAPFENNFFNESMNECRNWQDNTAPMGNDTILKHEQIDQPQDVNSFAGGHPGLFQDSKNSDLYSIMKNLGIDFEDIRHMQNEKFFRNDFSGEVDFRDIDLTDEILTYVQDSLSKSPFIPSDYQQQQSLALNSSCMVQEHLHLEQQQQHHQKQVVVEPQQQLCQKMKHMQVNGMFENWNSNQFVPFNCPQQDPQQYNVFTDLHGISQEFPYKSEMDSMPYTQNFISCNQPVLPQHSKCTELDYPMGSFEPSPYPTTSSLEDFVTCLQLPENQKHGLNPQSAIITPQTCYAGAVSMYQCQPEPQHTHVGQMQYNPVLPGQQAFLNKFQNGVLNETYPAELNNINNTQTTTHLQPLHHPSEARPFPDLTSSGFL
CR mimetic SO – reduction of superoxide in aged yeast, primary screen, HTS; S. cerevisiae aged cells, superoxide DHE fluorescence; active compounds read low; superoxide response (% of plate mean), % at 10 µM; hit rate 0.18% among 330,000; AID 2690, 2010;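 active = superoxide response under a set limit, about three screen SD below normal, cut at about 65% in these data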;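 note: yeast aged for seven days with compound at 30 °C before DHE staining; 100% = average MFI of all compound-treated wells on the plate with controls excluded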
RPL19A TOR yeast – RPL19A-GFP expression modulators in yeast, primary screen, cell-based, S. cerevisiae, multiplex flow cytometry, MLPCN. hit rate 0.3% among 330,000. percent response vs DMSO, % at 10 µM. S. cerevisiae RPL19A-GFP strain, 3 h; active compounds read low;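 active = percent response vs DMSO below 50%; inconclusive = fewer than 70 events counted for the yeast strain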;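 note: median channel GFP fluorescence of the barcoded RPL19A-GFP strain; ratio of sample median GFP to plate DMSO average so 100% = DMSO; lower means less RPL19A-GFP as with rapamycin TOR inhibition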
Efflux pump mplx – inhibitors of Candida efflux pumps in yeast, primary screen, S. cerevisiae, Nile Red, multiplex; S. cerevisiae Candida pump triplex; inhibition, % at 10 µM; hit rate 0.44% among 330,000; AID 485275, 2010;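 active = plate passing quality check with inhibition over a set limit, or well fluorescence over plate mean plus 4 SD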;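 note: Nile Red retained in pooled yeast measured as flow cytometry median fluorescence; 0% = buffer negative control and 100% = Enniatin B positive control; higher means more Nile Red kept so more efflux inhibition; some compounds called inactive have numbers as strong as hits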
MEP2 TOR yeast – modulators of MEP2-GFP levels in yeast, primary screen, S. cerevisiae, multiplex flow cytometry, MLPCN library | hit rate 0.51% among 330,000 | S. cerevisiae MEP2-GFP strain, 3 h; 100% = DMSO control level | AID 2016, 2009 | GFP response vs DMSO, % at 10 µM;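 active = GFP response versus DMSO above a set limit, roughly screen mean plus 3 SD, cut at about 180% in these data; inconclusive = fewer than 70 cells counted for a yeast strain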;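 note: median GFP fluorescence of the barcode-gated MEP2-GFP cells per well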
* hit, by the source's call; ? = inconclusive; . = no result given; [ ] = another dose, or the depositor's remark.

Compound	AGP1-GFP MLPCN	CIT2 TOR yeast	LAP4 TOR yeast	AHR activator	CR mimetic SO	RPL19A TOR yeast	Efflux pump mplx	MEP2 TOR yeast
O=C(CNC(=O)c1cccc(F)c1)OCc1cc(=O)n2cc(Br)ccc2n1	99	103	93	-2	111	101	0.2	99
CC(=O)NC(CC(=O)OCC(=O)NCCc1ccccc1)c1ccccc1 (configuration not stated)	92	96	86	4	109	92	0.0	91
CCOC(=O)c1cc(C)n(CCCN2CCOCC2)c1C	86	.	78	-1	84	83	0.0	94
COc1ccc(CCC(=O)OCC(=O)N(C)c2c(N)n(Cc3ccccc3)c(=O)[nH]c2=O)cc1	109	105	103	-2	96	99	-0.1	101
COc1ccc(S(=O)(=O)Nc2cccc3c2O[C@H](CN(C)C(=O)Nc2ccc(C(F)(F)F)cc2)[C@@H](C)CN([C@H](C)CO)C3=O)cc1	104	98	98	3	96	103	0.1	98
CN(C)S(=O)(=O)c1ccc(C(=O)Nc2ccc3nc(N4CCOCC4)sc3c2)cc1	89	89	90	35	118	94	-0.1	91
Cc1cc(C)c(C#N)c(SCCN2CCCCC2)n1	99	96	105	.	99	102	0.0	105
Cc1ccccc1NC(=O)c1sc2nc[nH]c(=O)c2c1C	89	87	91	-1	96	94	0.1	95
Cc1cc(=O)c2c(O)c(O)ccc2o1	108	101	101	7	110	105	0.1	109
CCc1cccc(NC(=S)N(CCN(C)C)C2CCN(C(C)C)CC2)c1	98	101	102	2	97	103	0.0	112
COc1ccc(OC)c(NC(=O)c2cc3sccc3n2C)c1	92	94	105	20	125	98	0.1	102
O=C(NCCCN1CCOCC1)c1ccc(Sc2ccc(F)cc2)c([N+](=O)[O-])c1	104	101	95	1	97	105	-0.2	104
Cc1cc(=O)oc2c3c(cc(OCC(=O)NC(Cc4ccc(Cl)cc4)C(=O)O)c12)OC(C)(C)CC3 (configuration not stated)	105	101	105	-1	100	99	-0.1	105
O=C(COc1ccc(S(=O)(=O)N2CCOCC2)cc1)NCCCn1ccnc1	101	104	93	2	96	99	0.1	103
Cc1cc2cc(C(c3nnnn3Cc3ccco3)N3CCc4ccccc43)c(=O)[nH]c2cc1C (configuration not stated)	106	104	107	9	99	101	-0.1	108
COc1cccc2cc(C(=O)C3=C(O)C(=O)N(CCN(C)C)C3c3ccc(F)cc3)oc12 (configuration not stated)	109	101	99	1	100	100	0.0	106
O=C(CSc1nnc(CNC(=O)c2ccccc2F)o1)NCc1ccccc1	106	106	93	21	89	107	-0.2	104
CCCOC(=O)CSc1nnc(-c2ccc(Cl)cc2Cl)o1	83	84	92	0	99	86	0.1	93
O=C(COC(=O)COc1ccccc1[N+](=O)[O-])NCc1ccc2c(c1)OCO2	102	99	98	8	118	101	0.3	105
COc1ccc(-c2cnc3nc[nH]c(=O)c3n2)cc1	104	100	107	14	99	103	0.0	106
COC(=O)CSc1nc(NC(C)C)nc(N2CCOCC2)n1	97	100	99	1	101	98	-0.1	102
Cc1onc(-c2c(F)cccc2Cl)c1C(O)c1ccc(F)cc1 (configuration not stated)	95	82	105	0	93	93	0.1	91
COc1ccc(-c2c(C#Cc3ccsc3)c3cc(-c4cccc5[nH]ccc45)ccc3n2C)cc1	96	92	95	12	86	96	0.6	95
O=C(N/N=C/C(Br)=C/c1ccccc1)c1ccccc1[N+](=O)[O-]	92[may fluoresce violet]	?	96[may fluoresce violet]	-5	105	104[may fluoresce violet]	0.0	93[may fluoresce violet]
CCOC(=O)c1c(N)sc(C(=O)N2CCCCCC2)c1C	99	100	101	13	104	99	0.0	97
COc1ccc2c(c1)c(C(=O)N1CCN(C)CC1)c(C)n2-c1ccccc1	98	97	97	2	105	96	0.0	101
C=CCc1c(C)nc(SC)nc1Nc1ccc(C(=O)O)cc1	103	95	104	-2	100	99	0.0	103
Nc1nc(CN2CCC(Cc3ccccc3)CC2)nc(Nc2ccccc2)n1	98	98	87	1	89	97	-0.1	93
COc1ccc(C2c3c4c(n(C)c3CCN2C)CCN(C)C4c2ccc(OC)cc2)cc1 (configuration not stated)	105	107	99	1	93	.	-1.6	101
COCCC(=O)N1CCC(Oc2ccc(C(=O)NCc3cccc(C)n3)cc2)CC1	99	.	88	4	98	111	0.2	114
O=C(c1ccc2snnc2c1)N1CCSCC1	109	118	112	-3	100	108	0.2	106
O=C(NN/C(=N/S(=O)(=O)c1ccc(Cl)cc1)c1ccccc1)c1ccc(O)cc1	96	99	95	-1	103	99	-0.1	94
C#CCn1c(=NC(=O)c2ccc(Br)s2)sc2cccc(OC)c21	109	116	108	17	111	105	0.0	103
CCOC(=O)N1CCN(C(=O)c2ccc(CS(=O)(=O)c3c(Cl)cccc3Cl)o2)CC1	106	101	98	1	102	101	0.1	96
C/C(=N\NC(=O)OC(C)(C)C)c1ccc(-n2ccnc2)cc1	102	100	100	68*	107	97	0.3	101
O=C1CN(C(=O)CC2C(=O)NCCN2Cc2ccccc2C(F)(F)F)CCN1 (configuration not stated)	107	97	103	-3	94	93	-0.6	98
O=C(c1cccs1)N1CCN=C1SCc1cccnc1	96	95	.	6	91	93	-0.1	88
Cc1cc2ncn(C(=O)N3CCOCC3)c2cc1C	97	89	105	5	103	99	0.1	99
Cc1cccc(OCC(=O)Nc2cc(C)ccc2O)c1	75	94	105	5	111	93	0.0	118
O=c1c2oc3ccccc3c2[nH]c(=S)n1-c1ccccc1	97	103	93	66*	93	100	0.0	95
CCOc1ccc(NC(=O)CSC2=C(C#N)C(c3ccc4c(c3)OCO4)CC(=O)N2)cc1 (configuration not stated)	107	105	105	9	97	107	-0.1	112
Cc1ccc(S(=O)(=O)NC(C(=O)Oc2ccc3c(C(F)(F)F)cc(=O)oc3c2)c2ccccc2)cc1 (configuration not stated)	98	91	98	6	110	99	-0.9	94
CCCn1nnc(NC(=S)NC(=O)c2ccc(-c3ccc(Br)cc3)o2)n1	108	105	104	7	95	99	-0.1	105
CSc1cccc(NC(=S)NCCCN2CCN(c3ccc(F)cc3)CC2)c1	105	94	100	2	104	101	0.6	104
c1ccc(-c2nnc(OCCN3CCOCC3)c3ccccc23)cc1	99	104	99	4	94	99	-0.1	96
CCCC1(CCC)NC(=O)N(CC(=O)Nc2ccc3c(c2)OCCO3)C1=O	97	113	92	2	83	100	0.0	102
Oc1ccc(Cl)cc1/C=N/c1nccs1	108	108	101	2	82	101	-0.3	102
CN(C)CCCN(Cc1ccccc1)C(=S)NCc1ccccc1	114	108	109	-1	96	114	-0.1	107
CCn1c(=S)[nH]c2ccccc21	115	114	106	0	80	100	-0.1	103
O=C(NCCC1=CCCCC1)C1CCN(S(=O)(=O)c2cccc3nonc23)CC1	102	93	108	2	130	100	0.2	118
CCn1nc(C(=O)NNC(=O)COc2ccc(OC)cc2)c2ccccc2c1=O	101	101	95	1	94	105	0.0	106
Cc1cc(C)nc(SCC(=O)c2ccc([N+](=O)[O-])cc2)n1	99	92	95	1	96	96	-0.1	92
Cn1ccnc1COc1ccc(C=O)cc1	101	107	93	0	98	104	0.1	106
On1cnnc1-c1ccccc1	99	97	94	1	102	95	-0.1	101
CCCC(=O)Nc1ccc2c(c1)nc(CCN1CCCCC1)n2C	97	87	99	-1	92	95	0.1	99
Cc1ccc(S(=O)(=O)N2CCOCC2)cc1NC(=O)COC(=O)Cc1ccccc1	100	100	92	0	91	97	0.0	101

(cont.)
Compound	AGP1-GFP MLPCN	CIT2 TOR yeast	LAP4 TOR yeast	AHR activator	CR mimetic SO	RPL19A TOR yeast	Efflux pump mplx	MEP2 TOR yeast
Cc1ccc(C(=O)NNC(=O)c2cccc(C)c2)cc1	101	96	99	2	89	98	-0.1	100
Cc1[nH]nc2c1C(c1ccc(OC(=O)c3ccco3)cc1)C(C#N)=C(N)O2 (configuration not stated)	102	101	100	2	110	97	-0.1	98
CCNC(=O)NC(=O)C(C)OC(=O)C(C)(C)Oc1ccc(Cl)cc1 (configuration not stated)	90	98	80	3	93	97	0.0	97
O=C(c1ccccc1Br)N(Cc1ccccc1)c1ccccc1	101	98	94	0	98	100	0.0	107
O=C(COC(=O)c1ccc(S(=O)(=O)N2CCOCC2)cc1)NC1CCCCCC1	99	104	98	-2	107	93	-0.1	95
COc1ccc(C2CC(=O)Nc3ccccc3S2(=O)=O)cc1OC (configuration not stated)	98	97	85	1	95	94	0.0	100
CN(C)C(/C=C/Nc1ccc(C#N)cc1)=C(C#N)C#N	93	100	106	109*	137	96	0.1	105
CC(=O)C(=Cc1cc(C)n(-c2ccccc2)c1C)C(C)=O	93	99	92	1	85	102	0.1	99
Cc1cccc(N2C(=S)N=C(Nc3c(C)cccc3C)C23CCOC(C)(C)C3)c1 (configuration not stated)	91	100	91	1	90	86	0.2	97
O=C(C(Cc1ccccc1)n1cccc1)N1CCN(c2ccccc2)CC1 (configuration not stated)	101	94	101	3	108	100	0.0	96
Nc1nsc2ccccc12	92	93	134	17	114	100	0.4	101
CCOC(=O)COc1c(OC)cc(Cl)cc1C1NC(=O)NC(C)=C1C(C)=O (configuration not stated)	102	96	109	0	88	100	-0.2	101
CC1CCCCN1C(=O)Nc1cccc(C(F)(F)F)c1 (configuration not stated)	103	100	108	8	95	104	-0.2	106
COc1ccc(NC(=O)CN(C)C(C)C(=O)NC(=O)NC2CCCCC2)cc1 (configuration not stated)	90	92	94	4	106	91	0.2	95
Cc1cc(-c2nnc(SCC(=O)Nc3nccs3)o2)no1	109	100	102	10	98	98	0.0	98
CCCN(CCC)C(=O)c1cc(-c2ccc3c(c2)OCO3)nc2ccccc12	92	.	90	66*	112	95	0.1	94
O=C(Nc1nccs1)C1CCCN1S(=O)(=O)c1cccc2cccnc12 (configuration not stated)	101	107	96	6	94	100	-0.2	105
COc1cc(CCN2C(=O)c3cccc4cccc(c34)C2=O)c(S(=O)(=O)NCCO)cc1OC	96	100	90	-2	89	99	0.1	99
Cc1ccccc1/C=C\c1nc2ccccc2c(=O)[nH]1	89	93	100	38	101	98	0.1	101
CCOC(=O)c1ccc(NC(=O)CSC2=NC(=O)C(CC)C(=O)N2)cc1 (configuration not stated)	91	74	86	2	94	89	0.0	96
COc1cccc(C2CC(c3ccccc3C)n3nc(N)nc3N2)c1 (configuration not stated)	103	101	106	2	118	97	0.0	117
CCOC(=O)Cc1csc(NS(=O)(=O)c2ccc(C(F)(F)F)cc2)n1	108	107	109	0	112	99	0.1	106
Cc1ccc(NC(=O)CSCc2cc(=O)n3nc(C4CC4)sc3n2)cc1	110	110	112	2	82	104	0.0	102
COc1ccc(N(C(=O)c2ccc3c(c2)OCO3)C2C=CS(=O)(=O)C2)c(OC)c1 (configuration not stated)	106	105	102	2	133	103	-0.1	104
CCC/C=N/NC(=O)c1cc(-c2ccccc2)nc2ccccc12	107	112	103	44	104	105	-0.5	113

Bioassay records: PubChem BioAssay, several laboratories
